# From PubChem BioAssay
# TcdB inh: TcdB glycohydrolase inhibitors, primary screen, biochemical, single point, plate reader; inhibition, % at 9.99 µM; AID 652162, 2013; TcdB glycohydrolase enzymatic assay; 350,000 tested, 0.24% active; in the data active = inhibition above about 10%
# Active calls of the source: *. A portion of the library; count on the stated rates, not on these rows.
C=CCN1Cc2ccccc2[C@H]2OC(c3ccc(OCCCO)cc3)=N[C@@]2(CC=C)C1=O
  TcdB inh: 1.4
CCC(=O)N(C)C[C@@H]1Oc2ncc(-c3ccccc3OC)cc2C(=O)N([C@@H](C)CO)C[C@@H]1C
  TcdB inh: 1.3
CC(C)(O)C#Cc1ccc([C@H]2[C@@H](CO)N3CCCCN(C(=O)c4cccc(F)c4)C[C@@H]23)cc1
  TcdB inh: 0.9
Cc1noc(C)c1S(=O)(=O)Nc1ccc2c(c1)CC(=O)N([C@@H](C)CO)C[C@H](C)[C@H](CN(C)C(=O)Nc1ccc(C(F)(F)F)cc1)O2
  TcdB inh: 4.9
COc1ccc(S(=O)(=O)Nc2ccc3c(c2)C(=O)N([C@@H](C)CO)C[C@@H](C)[C@H](CN(C)Cc2ccc(C(=O)Nc4ccccc4N)cc2)OCCCC[C@@H](C)O3)cc1
  TcdB inh: 1.0
CC(=O)Nc1ccc2c(c1)C(=O)N(C)[C@H]1CC[C@H](CC(=O)NCc3ccccc3Cl)O[C@@H]1CO2
  TcdB inh: 0.0
C[C@@H]1CN([C@H](C)CO)C(=O)Cc2cc(NC(=O)Nc3ccc4c(c3)OCO4)ccc2O[C@@H]1CN(C)Cc1ccc(Cl)c(Cl)c1
  TcdB inh: -0.5
COc1cc(CN2CC3(CCN(C(C)=O)CC3)c3c([nH]c4cc(OC)ccc34)[C@H]2CO)cc(OC)c1
  TcdB inh: 0.4
C[C@@H]1CN([C@@H](C)CO)C(=O)c2cc(NC(=O)Cc3cn(C)c4ccccc34)ccc2O[C@H]1CN(C)Cc1ccc(Oc2ccccc2)cc1
  TcdB inh: -0.3
CC(C)NC(=O)N(C)C[C@H]1OCCCC[C@H](C)Oc2ccc(NC(=O)CCC(F)(F)F)cc2C(=O)N([C@@H](C)CO)C[C@@H]1C
  TcdB inh: 0.1
C[C@H]1CN([C@@H](C)CO)S(=O)(=O)c2ccc(C#CC3(O)CCCC3)cc2O[C@H]1CN(C)C(=O)Nc1ccccc1
  TcdB inh: -0.3
C[C@H]1CN([C@@H](C)CO)C(=O)c2cc(C3=CCCCC3)cnc2O[C@H]1CN(C)C(=O)c1ccc2c(c1)OCO2
  TcdB inh: -0.2
C[C@H](CO)N1C[C@H](C)[C@@H](CN(C)C(=O)c2cnccn2)Oc2cc(C#CC3CC3)ccc2S1(=O)=O
  TcdB inh: -0.2
C[C@H]1CN([C@@H](C)CO)C(=O)Cc2cc(NC(=O)NC3CCCCC3)ccc2O[C@@H]1CN(C)S(=O)(=O)c1ccc(F)cc1
  TcdB inh: -0.5
CCC(=O)Nc1ccc2c(c1)OC[C@H](C)N(C(=O)NC(C)C)C[C@H](C)[C@H](OC)CN(C)C2=O
  TcdB inh: 12.8*
C[C@@H]1CCCCO[C@@H](CN(C)C(=O)Cc2ccccc2)[C@H](C)CN([C@H](C)CO)C(=O)c2cc(NS(=O)(=O)c3ccc(Cl)cc3)ccc2O1
  TcdB inh: 0.3
COc1ccc(COCC23N=C4SCc5ccccc5C(=O)N4[C@H](c4ccccc4O2)[C@H]3COC(=O)c2ccccc2)cc1
  TcdB inh: 0.0
COc1ccc(CN(C)C[C@@H]2Oc3c(NS(=O)(=O)c4ccc(Cl)cc4)cccc3C(=O)N([C@@H](C)CO)C[C@H]2C)cc1
  TcdB inh: 0.7
CCCC#Cc1cnc2c(c1)C(=O)N([C@@H](C)CO)C[C@@H](C)[C@@H](CN(C)S(=O)(=O)c1cn(C)cn1)O2
  TcdB inh: 0.2
CNC[C@@H]1OCCCC[C@H](C)Oc2ccc(NC(=O)c3ccccc3)cc2C(=O)N([C@@H](C)CO)C[C@@H]1C
  TcdB inh: -0.6
CCCNC(=O)N1C[C@@H]2[C@H](c3ccccc31)[C@@H](CO)N2CC1CCCC1
  TcdB inh: 1.0
CC(C)NC(=O)N(C)C[C@H]1Oc2c(NS(=O)(=O)c3ccc(F)cc3)cccc2C(=O)N([C@@H](C)CO)C[C@H]1C
  TcdB inh: 0.4
COc1ccccc1-c1cn(CC[C@H]2CC[C@@H](NC(=O)c3ccccc3F)[C@H](CO)O2)nn1
  TcdB inh: 0.0
O=C(c1ccccc1)N1C[C@@H]2[C@H](c3ccccc31)[C@H](CO)N2Cc1ccccc1F
  TcdB inh: -1.9
C[C@@H]1CCCCO[C@H](CN(C)C(=O)Nc2cccc3ccccc23)[C@H](C)CN([C@H](C)CO)C(=O)c2cc(NS(=O)(=O)c3ccccc3)ccc2O1
  TcdB inh: -4.2

# A different layout for some results above.
structure	TcdB inh
CNC[C@@H]1OCCCC[C@H](C)Oc2ccc(NC(=O)c3ccccc3)cc2C(=O)N([C@@H](C)CO)C[C@@H]1C	-0.6
CCCNC(=O)N1C[C@@H]2[C@H](c3ccccc31)[C@@H](CO)N2CC1CCCC1	1.0

# The listing picks up, repeating the 3 entries before the break.
COc1ccccc1-c1cn(CC[C@H]2CC[C@@H](NC(=O)c3ccccc3F)[C@H](CO)O2)nn1
  TcdB inh: 0.0
O=C(c1ccccc1)N1C[C@@H]2[C@H](c3ccccc31)[C@H](CO)N2Cc1ccccc1F
  TcdB inh: -1.9
C[C@@H]1CCCCO[C@H](CN(C)C(=O)Nc2cccc3ccccc23)[C@H](C)CN([C@H](C)CO)C(=O)c2cc(NS(=O)(=O)c3ccccc3)ccc2O1
  TcdB inh: -4.2
N#Cc1cccc(-c2ccc(C3[C@H]4CNC[C@@H]3N4C(=O)Nc3cccc(F)c3)cc2)c1 (some centres not stated)
  TcdB inh: -0.2
COc1ccc(NC(=O)Nc2ccc3c(c2)C(=O)N([C@H](C)CO)C[C@H](C)[C@@H](CN(C)C(=O)Nc2ccccc2)OCCCC[C@@H](C)O3)cc1
  TcdB inh: -1.7
C[C@H](CO)N1C[C@H](C)[C@@H](CN(C)S(=O)(=O)c2ccc(Cl)cc2)Oc2ccc(NC(=O)CCN3CCOCC3)cc2CC1=O
  TcdB inh: 0.6
COc1cccc(-c2ccc([C@H]3[C@H](CO)N4CCCCN(C(=O)NC(C)C)C[C@@H]34)cc2)c1
  TcdB inh: 0.1
C[C@@H]1CN([C@H](C)CO)S(=O)(=O)c2ccc(C#CC3CC3)cc2O[C@H]1CN(C)C(=O)CN(C)C
  TcdB inh: -0.3
O=C(CC1CC1)N1CC(=O)N2[C@H](C1)[C@H](c1ccc(C#Cc3cccc(F)c3)cc1)[C@@H]2CO
  TcdB inh: -0.5
C[C@H](CO)N1C[C@H](C)[C@H](CN(C)CC2CCCCC2)OCCCC[C@H](C)Oc2ccc(NC(=O)Nc3ccccc3)cc2C1=O
  TcdB inh: -0.9
C[C@@H]1CN([C@@H](C)CO)C(=O)c2cccc(N(C)C)c2O[C@@H]1CN(C)Cc1ccc(C(=O)O)cc1
  TcdB inh: -3.0
COc1ccccc1NC(=O)N1CCCCN2[C@H](CO)[C@H](c3ccc(C#CC4CCCC4)cc3)[C@H]2C1
  TcdB inh: 0.1
C[C@@H]1CN([C@H](C)CO)C(=O)c2cccc(NS(=O)(=O)c3ccc(F)cc3)c2O[C@H]1CN(C)C(=O)Nc1ccc(C(F)(F)F)cc1
  TcdB inh: -0.6
C[C@H](CO)N1C[C@H](C)[C@@H](CN(C)CC2CC2)OCCCC[C@H](C)Oc2ccc(NS(=O)(=O)c3ccc(F)cc3)cc2C1=O
  TcdB inh: 0.3
O=C(Cc1ccccn1)N1[C@H](CO)[C@H]2c3ccccc3NC[C@H]21
  TcdB inh: 0.0
COC(=O)N(C)C[C@H]1OCc2ccccc2-c2c(n(C)c3ccccc23)C(=O)N([C@H](C)CO)C[C@H]1C
  TcdB inh: 0.2
COCC(=O)N1C[C@H](C)[C@@H](OC)CN(C)C(=O)c2cc(NC(=O)c3ccc(OC)cc3)ccc2OC[C@@H]1C
  TcdB inh: 0.2
C[C@@H]1CN([C@@H](C)CO)C(=O)Cc2cc(NS(=O)(=O)c3ccccc3)ccc2O[C@H]1CN(C)C(=O)Nc1cccc2ccccc12
  TcdB inh: 1.5
CC(=O)N[C@@H]1CC[C@@H](CCNC(=O)C2CCC2)O[C@H]1CO
  TcdB inh: -0.2
COCC(=O)N1CCC2(CC1)CN(S(C)(=O)=O)[C@H](CO)c1[nH]c3cc(OC)ccc3c12
  TcdB inh: 0.6
Cc1ccccc1NC(=O)N(C)[C@H]1C[C@H]2c3[nH]c4c(-c5ccc6c(c5)OCO6)cccc4c3CCN2C(=O)[C@H]1[C@H](C)O
  TcdB inh: -1.8
COc1ccccc1CN1[C@H](CO)[C@H]2c3ccccc3N(C(=O)C3CCCCC3)C[C@H]21
  TcdB inh: -0.1
CN1CCN(C(=O)C[C@H]2C[C@H]3c4cc(NC(=O)Nc5ccc(F)cc5)ccc4O[C@H]3[C@H](CO)O2)CC1
  TcdB inh: -0.9
COCC(=O)Nc1ccc2c(c1)OC[C@@H](C)N(C(=O)COC)C[C@H](C)[C@@H](OC)CN(C)C2=O
  TcdB inh: -0.4
CS(=O)(=O)N1C[C@H](O)COC[C@@H]2O[C@@H](CC(=O)NCc3ccc(-c4ccccc4)cc3)CC[C@H]21
  TcdB inh: -0.1
Cc1ccc(-c2cnc3c(c2)C(=O)N([C@@H](C)CO)C[C@H](C)[C@@H](CN(C)C(=O)c2ccc(F)cc2)O3)cc1
  TcdB inh: 1.1
C[C@H]1CN([C@@H](C)CO)C(=O)c2cc(C#Cc3ccccc3)cnc2O[C@@H]1CN(C)Cc1ccccn1
  TcdB inh: -1.6
C[C@@H]1CN([C@H](C)CO)C(=O)c2cc(NC(=O)c3ccncc3)ccc2O[C@@H](C)CCCCO[C@@H]1CN(C)Cc1ccncc1
  TcdB inh: 1.0

Cc1noc(C)c1NC(=O)Nc1ccc2c(c1)C(=O)N([C@H](C)CO)C[C@@H](C)[C@@H](CN(C)S(=O)(=O)c1cn(C)cn1)O2
  TcdB inh: 0.7
O=C(C[C@H]1CC[C@H]2[C@@H](COC[C@H](O)CN2Cc2cccc(Cl)c2)O1)N1CCOCC1
  TcdB inh: -0.6
O=C(NC[C@@H]1CC[C@H]2[C@H](CN2Cc2cccc(Cl)c2)O1)C1CCC1
  TcdB inh: -0.1
Cc1noc(C)c1NC(=O)Nc1cccc2c1O[C@H](CN(C)C)[C@@H](C)CN([C@H](C)CO)C2=O
  TcdB inh: 0.4
C[C@@H]1CN([C@@H](C)CO)C(=O)c2cc(C#C[C@@H](C)O)cnc2O[C@@H]1CN(C)CC1CCOCC1
  TcdB inh: -0.2
C[C@H](CO)N1C[C@H](C)[C@H](CN(C)C(=O)C2CC2)Oc2cc(C3=CCCCC3)ccc2S1(=O)=O
  TcdB inh: -0.4
O=C(C[C@@H]1CC[C@H]2[C@@H](COC[C@H](O)CN2S(=O)(=O)c2ccccc2)O1)NCC1CCCCC1
  TcdB inh: -3.2
CC(=O)N(C)C[C@H]1Oc2cc(C3=CCCC3)ccc2S(=O)(=O)N([C@@H](C)CO)C[C@@H]1C
  TcdB inh: -0.1
CCN(C[C@@H]1N[C@@H](CO)[C@H]1c1ccc(-c2ccc(F)cc2)cc1)C(=O)CN(C)C
  TcdB inh: -0.2
CC(=O)N1CC2(C1)[C@H](c1ccc(-c3ccccc3C)cc1)[C@@H](CO)N2C(=O)CC1CC1
  TcdB inh: 0.2
CCS(=O)(=O)NCC[C@@H]1CC[C@@H](NC(=O)Nc2ccccc2)[C@H](CO)O1
  TcdB inh: -1.1
C[C@@H]1CCCCO[C@@H](CN(C)Cc2ccncc2)[C@@H](C)CN([C@H](C)CO)C(=O)c2cc(NC(=O)CCCCCC(=O)Nc3ccccc3N)ccc2O1
  TcdB inh: 0.4
COc1ccc(OC(=O)N(C)C[C@H]2OCc3ccccc3-c3c(n(C)c4ccccc34)C(=O)N([C@@H](C)CO)C[C@H]2C)cc1
  TcdB inh: 0.6
CCc1sc(N2[C@@H](C#N)[C@@H](c3ccccc3-c3ccccc3)[C@@H]2CO)nc1C
  TcdB inh: 0.6
CCN1[C@H](C(=O)NCc2ccccc2)[C@@H](CO)[C@@H]2Cn3c(ccc(-c4ccccc4OC)c3=O)[C@@H]21
  TcdB inh: -0.7
CC(C)NC(=O)N1[C@@H]2CN(C(=O)Nc3ccccc3)c3ccccc3[C@@H]2[C@@H]1CO
  TcdB inh: 0.9
CO[C@H]1CN(C)C(=O)c2ccc(NS(=O)(=O)c3cn(C)cn3)cc2OC[C@H](C)N(CC2CC2)C[C@@H]1C
  TcdB inh: -1.3
C[C@@H]1CN([C@@H](C)CO)S(=O)(=O)c2ccc(-c3cccc(C(=O)N(C)C)c3)cc2O[C@H]1CN(C)C(=O)Nc1ccccc1
  TcdB inh: -1.1
COc1ccc2c3c(n(C)c2c1)[C@@H](CO)N(Cc1ccccc1OC)CC31CN(CC2CC2)C1
  TcdB inh: -0.4
C[C@H]1CN([C@@H](C)CO)C(=O)c2cc(C#CCN(C)C)cnc2O[C@@H]1CN(C)C(=O)Nc1ccccc1F
  TcdB inh: 1.3
C[C@@H]1CCCCO[C@H](CN(C)C(=O)C2CCCCC2)[C@H](C)CN([C@@H](C)CO)C(=O)c2cc(NS(=O)(=O)c3ccccc3)ccc2O1
  TcdB inh: 0.8
CO[C@H]1CN(C)C(=O)c2ccc(NS(C)(=O)=O)cc2OC[C@@H](C)N(CC2CCOCC2)C[C@H]1C
  TcdB inh: 0.1
COc1ccccc1CNC(=O)C[C@H]1C[C@@H]2c3cc(NC(=O)Nc4ccc(C(F)(F)F)cc4)ccc3O[C@@H]2[C@H](CO)O1
  TcdB inh: -1.9
COc1ccc(NC(=O)N(C)C[C@@H]2Oc3ccc(NC(=O)CCCCCC(=O)Nc4ccccc4N)cc3CC(=O)N([C@H](C)CO)C[C@H]2C)cc1
  TcdB inh: 0.6
C[C@@H]1CN([C@H](C)CO)S(=O)(=O)c2ccc(C#Cc3ccncc3)cc2O[C@@H]1CN(C)CC1CC1
  TcdB inh: 0.0

O=S(=O)(c1cccs1)N1CCCCN2[C@H](CO)[C@@H](c3ccc(/C=C/c4ccccc4)cc3)[C@@H]2C1
  TcdB inh: 0.4
O=S(=O)(N[C@H]1CC[C@H](CCn2cc(-c3ccccn3)nn2)O[C@@H]1CO)c1cccc(F)c1
  TcdB inh: -0.2
CCCNC(=O)C[C@@H]1C[C@@H]2c3cc(NC(=O)Nc4ccc(OC)cc4)ccc3O[C@@H]2[C@H](CO)O1
  TcdB inh: -5.1
COc1ccccc1NC(=O)N(C)C[C@@H]1OCc2ccccc2-c2ccccc2C(=O)N([C@H](C)CO)C[C@@H]1C
  TcdB inh: 0.2
COc1ccc(NC(=O)Nc2ccc3c(c2)C(=O)N([C@@H](C)CO)C[C@@H](C)[C@@H](CN(C)C(=O)Nc2ccc(C(F)(F)F)cc2)O3)cc1
  TcdB inh: -1.0
